M4 ag: CHRM4 agonism in calcium assay; 360,000 tested, 0.14% active; CHO-K1 hM4/Gqi5, Fluo-8 calcium fluorescence; vehicle 0%, full acetylcholine response 100%; activation, % at 3 µM; AID 624127;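 active means activation above the run mean over all test wells plus 3 SD, cut at about 32% in these data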;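 further: peak over basal fluorescence ratio per well then scaled between controls; 0% = DMSO wells and 100% = acetylcholine at EC100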
CHRM1 PAM: positive allosteric modulators of human M1 muscarinic receptor | P11229 | AID 588819 | 360,000 tested, 0.088% active | activation, % at 3 µM | CHO-K1 hM1, Fluo-8 calcium fluorescence, ACh EC20; 0% = ACh EC20, 100% = maximal ACh; in the data active means activation above about 19%, passing the limit was not always enough
Target sequence (P11229 whole entry, looked up): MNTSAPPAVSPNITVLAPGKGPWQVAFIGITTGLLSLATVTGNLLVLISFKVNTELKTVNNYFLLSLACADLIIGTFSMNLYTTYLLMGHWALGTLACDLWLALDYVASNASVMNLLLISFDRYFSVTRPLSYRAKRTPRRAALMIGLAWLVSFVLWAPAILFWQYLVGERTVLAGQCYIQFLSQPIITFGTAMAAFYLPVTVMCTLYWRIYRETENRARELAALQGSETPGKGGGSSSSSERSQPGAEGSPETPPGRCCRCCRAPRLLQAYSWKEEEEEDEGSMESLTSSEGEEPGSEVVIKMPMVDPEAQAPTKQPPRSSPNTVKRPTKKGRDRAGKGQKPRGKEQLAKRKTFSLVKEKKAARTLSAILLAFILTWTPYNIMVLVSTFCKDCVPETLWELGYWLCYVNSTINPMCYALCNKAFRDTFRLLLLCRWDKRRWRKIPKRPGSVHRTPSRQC
CRFBP-R2 block: CRF-BP/CRF-R2 complex antagonism. inhibition, % at 11.8 µM. HEK293 CRF-R2/CRF-BP, CRF-induced calcium fluorescence. 350,000 tested, 0.59% active. AID 588475;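 active means inhibition of the ligand-induced calcium signal above about 50% at the single tested concentration, limit read from the data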
CRFR2-BP ag: agonists of human CRF-binding protein/CRF-R2 receptor complex; 350,000 tested, 0.46% active; activation, % at 13.2 µM; HEK293 CRF-R2/CRF-BP, calcium dye fluorescence (FLIPR); percent of saturating CRF peptide response; AID 588473;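 active means activation of at least 50%, plus an integration ratio under a set limit after plate pattern correction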;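 further: plate controls were neutral control wells without compound for no effect and CRF at EC100 for full effect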
M4 PAM: potentiates acetylcholine response at human M4 receptor; P08173; CHO-K1 hM4/Gqi5, Fluo-8 calcium fluorescence, ACh EC20; 0% = ACh EC20, 100% = maximal ACh; activation, % at 3 µM; 360,000 tested, 0.4% active; AID 624126;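 active means activation above its plate's cutoff, the mean activation of sample wells plus 3 SD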; further: some results filed as inactive read as strong as hits
M5 antag: antagonists of human muscarinic M5 receptor (CHRM5). CHO-hM5 cells, Fluo-8 calcium fluorescence, ACh EC80. 360,000 tested, 0.59% active. inhibition, % at 3 µM. P08912;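 active means inhibition above a per-plate cutoff, the mean of that plate's test compounds plus 3 SD, cut at about 27% in these data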;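 further: 0% = acetylcholine EC80 with DMSO and 100% = DMSO without agonist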
Target sequence (P08912 whole entry, looked up): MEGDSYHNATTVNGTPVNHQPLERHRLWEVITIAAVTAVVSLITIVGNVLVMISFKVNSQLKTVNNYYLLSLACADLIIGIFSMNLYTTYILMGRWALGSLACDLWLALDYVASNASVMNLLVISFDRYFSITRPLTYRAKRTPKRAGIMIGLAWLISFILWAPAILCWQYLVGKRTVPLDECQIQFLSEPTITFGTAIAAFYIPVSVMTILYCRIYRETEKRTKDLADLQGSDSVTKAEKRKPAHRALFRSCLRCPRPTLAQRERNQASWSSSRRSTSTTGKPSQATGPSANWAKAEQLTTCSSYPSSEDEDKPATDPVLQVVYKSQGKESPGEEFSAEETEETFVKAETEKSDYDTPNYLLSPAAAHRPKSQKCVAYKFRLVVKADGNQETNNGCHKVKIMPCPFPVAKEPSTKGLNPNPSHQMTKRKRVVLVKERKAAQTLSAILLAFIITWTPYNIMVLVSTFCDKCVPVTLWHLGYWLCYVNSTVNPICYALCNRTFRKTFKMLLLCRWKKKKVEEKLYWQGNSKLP
M4 antag: blocks acetylcholine activation of human M4 receptor; P08173; inhibition, % at 3 µM; AID 624125; CHO-hM4 cells, ACh EC80, Fluo-8 calcium fluorescence; 360,000 tested, 0.73% active;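 active means inhibition above its plate's cutoff, the mean inhibition of sample wells plus 3 SD, cut at about 27% in these data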;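 further: 0% = acetylcholine EC80 with DMSO and 100% = DMSO without agonist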
CHRM5 PAM: potentiates acetylcholine response at human M5 receptor | P08912 | CHO-K1 hM5, Fluo-8 calcium, ACh EC20 PAM; 0% = ACh EC20, 100% = ACh EC100 | activation, % at 3 µM | 360,000 tested, 0.3% active | AID 624038;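 active means activation above the run cutoff, the mean activation of all test compounds plus 3 SD, cut at about 18% in these data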
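Test system: CHO-K1 hM5 cells / Doses: single-point, 3 µM nominal / Times: Post-acetylcholine fluorescence recording 140 s / Technique: Fluo-8 calcium fluorescence / Measure: Max/basal fluorescence ratio as % of EC20–EC100 ACh window / Benchmarks: low control EC20 acetylcholine (0%), high control EC100 acetylcholine (100%) / Replicates: one well per compound, no replicates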
M5 ag: CHRM5 agonism in calcium assay; CHO-K1 hM5 cells, Fluo-8 calcium fluorescence; 0% DMSO wells, 100% maximal acetylcholine response; activation, % at 3 µM; 360,000 tested, 0.19% active; AID 624037;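 active means activation above the run's mean over test compounds plus 3 SD, cut at about 23% in these data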;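 further: signal is peak over basal fluorescence ratio across the kinetic read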
An asterisk follows results filed as active; . = not tested or not shown. This is a random part of the collection; any-hit rate near 2.6%.

SMILES	M4 ag	CHRM1 PAM	CRFBP-R2 block	CRFR2-BP ag	M4 PAM	M5 antag	M4 antag	CHRM5 PAM	M5 ag
CCC1CCc2sc(C(=O)NCc3ccccn3)cc2C1 (configuration not stated)	1	-3	9	-0.3	-5	11	5	-1	-6
Cc1cc(C)c(S(C)(=O)=O)c(Oc2ccc(F)cc2)n1	0	7	1	0.9	5	-2	-11	-2	-2
Cn1c(=O)c2c(ncn2CC(=O)Nc2nc(-c3ccccc3Cl)cs2)n(C)c1=O	3	12	-22	-0.5	-1	0	2	1	2
COc1cc2c(cc1OC)CN(C(=O)CCNC(=O)c1ccccc1Cl)CC2	1	12	-1	-0.8	5	12	1	2	4
C[C@@H]1CN([C@H](C)CO)C(=O)c2cccc(NC(=O)c3ccncc3)c2O[C@@H]1CN(C)Cc1ccc(C(=O)O)cc1	0	6	2	0.0	5	1	-2	4	1
CCCN1C(=O)/C(=C\C=C2/Sc3ccccc3N2CCO)SC1=S	1	2	-3	19	-11	3	19	-3	1
Cc1ccc(C(=O)C(OC(=O)CN2C(=O)c3ccccc3C2=O)c2ccccc2)cc1 (configuration not stated)	0	9	7	-0.5	-4	7	2	-3	-3
Cc1[nH]c2ccccc2c1CCC(N)=O	11	-9	28	13	-5	10	-2	-10	3
O=C(c1c[nH]c2ccc(S(=O)(=O)N3CCC4(CC3)OCCO4)cc2c1=O)N1CCOCC1	1	6	-20	-1.5	11	6	-1	3	-1
CC1(Cc2ccc3c(c2)OCO3)NC(=O)NC1=O (configuration not stated)	0	-2	56*	-2.5	25	-9	-17	-2	-1
Fc1ccc(-c2nc3ccc(Cl)cn3c2Cc2cccc(Cl)c2)cc1	-1	-2	.	.	-6	9	2	3	-4
CCC(C)NS(=O)(=O)c1ccc(OCC(=O)N2CCC(C)CC2)cc1 (configuration not stated)	2	-2	-5	-0.9	5	-7	-8	-6	7
O=C1c2ccccc2C2=Nc3ccccc3SC(c3cccc(F)c3)C12 (configuration not stated)	0	-8	-10	-0.9	-14	-4	-13	-8	-5
CCN(CC)C(=O)C1CCCN(C(=O)c2ccc3nc(-c4cccc(OC)c4)oc3c2)C1 (configuration not stated)	14	-6	-15	-1.9	-7	6	-4	-6	3
COCCCNC(=O)c1sc2ncn(CC(=O)Nc3ccc(C)c(Cl)c3)c(=O)c2c1C	7	2	2	-0.3	2	-3	-6	-1	3
Cc1cc(OCC(O)CNC(C)c2ccccc2)ccc1C(C)C (configuration not stated)	18	5	-43	9.1	11	9	-4	-2	0
O=C1CCC(=O)N1c1ccc(S(=O)(=O)N2CCCC2)cc1	1	0	-5	4.5	10	5	-7	-4	-4
O=C(CS(=O)(=O)c1ccc(F)cc1)N1CCOCC1	0	6	3	-0.6	-5	3	12	-3	-2
CSC1=NCCN1C(=O)c1ccc(S(=O)(=O)N(C)C)cc1	2	9	8	-1.1	8	-5	-2	-3	2
Cc1cccc(C)c1NC(=O)COC(=O)CCc1ccc(S(=O)(=O)N2CCCCC2)cc1	5	9	23	2.4	2	2	-2	-3	3
Cc1nc2ccccc2c(=O)n1NC(=O)/C=C/c1ccccc1	3	10	1	-0.2	4	-5	-1	0	0
O=C(NC1=C(Nc2ccc(F)cc2)C(=O)c2ccccc2C1=O)c1ccc(Cl)cc1	0	-6	24	-2.6	-2	1	4	-2	-4
CCNS(=O)(=O)c1ccc(CCC(=O)N2CCN(c3ccccc3)CC2)cc1	1	1	-4	-2.1	-3	6	6	5	-2
Cc1ccc(S(=O)(=O)Nc2c(C)nn(C)c2C)c(C)c1	1	1	4	-0.2	10	-1	-6	2	-3
CCOc1ccc(OCCC(=O)OCC(=O)NC2CCCC2)cc1	3	2	9	1.1	4	15	1	-6	0
CCN(CC)CCNC(=S)Nc1ccc2nc3n(c(=O)c2c1)CCCCC3	1	8	12	-0.6	1	4	-4	4	-5
Cc1ccc(N(CCC(=O)O)S(=O)(=O)c2ccc(C)cc2)cc1	1	1	20	1.0	6	6	2	-3	-2
Cc1ccc(NC(=O)CCC(=O)N/N=C/c2cccs2)cc1C	0	2	-13	-3.0	-4	-1	5	-6	-1
CC(C)CC1NC(=O)c2cc3ccccc3cc2-n2c1nc1cc(Cl)ccc1c2=O (configuration not stated)	0	9	-34	4.4	2	-10	-9	11	0
CC1(C)N=C(N)N=C(N)N1c1ccc(CCCCc2ccccc2)cc1	0	-30	-1	1.2	-9	41*	9	-20	-4
COc1ccc(NC(=O)C2CCN(C(=O)C3CC(=O)N(c4ccc(C)cc4)C3)CC2)cc1 (configuration not stated)	1	1	12	-3.8	0	-5	-2	5	-4
O=C(CCn1cccc1)NC1CCCc2ccccc21 (configuration not stated)	0	8	21	-3.2	2	0	1	5	-4
CC(Oc1ccc(-c2ccccc2)cc1)C(=O)N/N=C/c1cccnc1 (configuration not stated)	4	11	2	-0.8	-3	14	-4	-2	-4
CN1CCc2c(sc(NC(=O)Cc3ccccc3)c2C(N)=O)C1	1	6	-8	-2.4	3	-1	0	3	1
CC1(C)N=C(N)N=C(N)N1c1ccc(OCC(=O)N2CCOCC2)c(Cl)c1	0	9	7	-0.3	7	1	-13	-1	-2
CCC(=O)N(CCC1(C(C)C)CCOC(C)(C)C1)C(C)c1cccs1 (configuration not stated)	0	2	-5	0.9	-16	7	11	-2	-2
CCCc1cc(=O)oc2cc(C)cc(OCC(=O)NCC(O)c3ccccc3)c12 (configuration not stated)	7	-3	-2	-1.4	-4	-10	3	0	0
CC(=O)C1=C(C)OC(N)=C(C#N)C1c1cccc([N+](=O)[O-])c1 (configuration not stated)	0	15	45	-3.1	1	-16	-3	6	2
COc1cccc(OC)c1-c1nn2c(-c3ccccc3Cl)nnc2s1	1	-1	17	-0.1	4	10	0	-8	-4
Brc1ccc(-c2nc(N/N=C/c3cccnc3)c3ccccc3n2)cc1	12	-4	-32	-0.7	5	8	7	-11	3
O=C1C=C(c2ccccc2)OC(=O)C1C(=O)c1ccccc1 (configuration not stated)	1	14	18	0.1	16	-6	-3	2	1
COc1cc(NS(=O)(=O)c2ccc(NC(=S)NC(=O)C(C)(C)C)cc2)nc(OC)n1	0	-7	9	4.3	-6	-2	5	-1	0
O=C(NN1C(=O)c2ccccc2NC1c1ccccn1)c1ccc([N+](=O)[O-])cc1 (configuration not stated)	0	6	-5	-0.1	-8	1	7	-4	-2
CCCCN1C(=O)/C(=C2\SC(N3CCOCC3)=NC2=O)c2ccccc21	1	4	10	-2.2	-4	9	-3	4	-4
COc1ccc2oc(-c3ccco3)cc(=O)c2c1	0	5	5	0.8	-4	2	1	0	3

Single records (already shown). Order of screens: M4 ag, CHRM1 PAM, CRFBP-R2 block, CRFR2-BP ag, M4 PAM, M5 antag, M4 antag, CHRM5 PAM, M5 ag
COc1cccc(OC)c1-c1nn2c(-c3ccccc3Cl)nnc2s1 as listed: 1, -1, 17, -0.1, 4, 10, 0, -8, -4
CC(Oc1ccc(-c2ccccc2)cc1)C(=O)N/N=C/c1cccnc1 (configuration not stated) as listed: 4, 11, 2, -0.8, -3, 14, -4, -2, -4
CC(=O)C1=C(C)OC(N)=C(C#N)C1c1cccc([N+](=O)[O-])c1 (configuration not stated) as listed: 0, 15, 45, -3.1, 1, -16, -3, 6, 2
O=C1C=C(c2ccccc2)OC(=O)C1C(=O)c1ccccc1 (configuration not stated) as listed: 1, 14, 18, 0.1, 16, -6, -3, 2, 1
CC1(C)N=C(N)N=C(N)N1c1ccc(OCC(=O)N2CCOCC2)c(Cl)c1 as listed: 0, 9, 7, -0.3, 7, 1, -13, -1, -2

Next section
SMILES	M4 ag	CHRM1 PAM	CRFBP-R2 block	CRFR2-BP ag	M4 PAM	M5 antag	M4 antag	CHRM5 PAM	M5 ag
O=C(Cn1nnc(-c2cccc(C(F)(F)F)c2)n1)NNS(=O)(=O)c1cccc(C(F)(F)F)c1	1	11	7	1.6	-3	4	-4	4	1
CC(=O)c1ccc(-c2cccc3nccn23)cc1	2	4	.	.	7	0	-23	0	-3
Cc1ccc(OCC(=O)N(Cc2cccc(Cl)c2)C2CCS(=O)(=O)C2)cc1C (configuration not stated)	8	-1	0	0.0	-6	1	-2	-3	1
COc1ccc(-n2c(N)c(C(=O)NCc3cccnc3)sc2=S)cc1	0	7	14	-1.8	6	1	-9	2	-2
CCCCN(CCCNC(=O)C1CCN(C(=O)c2cc3sccc3n2C)CC1)Cc1ccccc1	17	-4	-6	2.6	-9	15	6	-5	-6
Cc1ccc(C(=O)Nc2ccc3c(c2)nc2n3CCSC2)cc1	0	-2	-13	-2.4	-4	1	8	-3	-1
CC(C)N1CCC(=O)NC1=O	0	8	4	-4.3	0	7	2	0	1
Cc1cc(C)n2nc(C(=O)NCCc3ccccc3)nc2n1	2	-9	-3	1.0	-5	-4	8	-8	-4
C/C(=N\NC(=O)c1ccoc1C)c1ccc(Cl)s1	1	-3	-3	0.0	7	4	-3	-11	-2
CCn1c(SCC(=O)Nc2cccc(OC)c2)nnc1-c1ccc(Cl)cc1	5	0	16	-0.2	3	-2	0	4	1
O=C(CCN1C(=O)C2CC=CCC2C1=O)N1CCN(c2ccccn2)CC1 (configuration not stated)	0	-1	21	-3.4	-5	-3	-2	-10	-4
Cc1ccc(C)c(NC(=S)NCc2ccccc2)c1	0	2	11	0.1	0	3	-5	3	-8
O=C1CC(c2ccc(O)cc2)Oc2ccccc21 (configuration not stated)	3	6	-7	-1.9	2	4	-1	-2	3
Cc1cccc(NC(=O)c2cc3ccccc3o2)c1	-1	5	3	-2.4	-7	-4	9	-4	-7
CCOC(=O)N1CCN(C(=O)c2cnc3n(c2=O)CCS3)CC1	1	2	-21	-0.7	4	2	-5	3	-3
COc1ccc(CC(=O)Nc2ccc(C)c(S(=O)(=O)N3CCCCCC3)c2)cc1	5	1	4	0.3	-1	7	-4	1	-2
CCOc1ccc(/C=C(/NC(=O)c2ccccc2)C(=O)NCCC(=O)O)cc1	1	-2	1	2.7	6	1	-1	0	0
CCc1ccc(CN2CCC(n3nccc3NC(=O)Cc3ccccc3)CC2)o1	2	1	0	-0.2	1	5	1	-1	-4
C#CCOCCOCCOCCNc1nc(N2CCN(C(=O)[C@H](CCCCN)n3cc(CCCC)nn3)CC2)nc(N2CCN(C(=O)[C@H](Cc3ccc(O)cc3)n3cc(CCO)nn3)CC2)n1	1	8	-2	1.7	5	5	-9	-4	2
OCCNC(=S)Nc1ccc2c(c1)OCCO2	1	0	18	-0.1	-5	3	-4	-3	2
O=C(CCCN1C(=O)c2ccccc2C1=O)Nc1ccccc1C(=O)N1CCOCC1	1	4	-8	-1.0	0	0	3	2	-1
CCCCCCNS(=O)(=O)c1ccccc1Br	1	1	0	-1.5	10	-9	-9	7	-12
O=C(COC(=O)/C=C/c1ccc(F)cc1)NC1CCCCCC1	1	14	7	1.1	4	8	-10	3	2
O=C(CSc1ccc(-c2ccc(F)cc2)nn1)NCCc1ccccc1	0	-1	13	-0.6	-5	2	2	7	3
O=C(N[C@@H](Cc1c[nH]c2ccccc12)C(=O)O)c1ccccc1Cl	0	1	15	0.1	-5	-4	3	10	2

High-throughput results deposited in PubChem BioAssay by several laboratories.
